Screening data: PubChem, Sanford-Burnham Center for Chemical Genomics
SENP8 block: SENP8 protease inhibition; Q96LD8; purified SENP8, Z-RLRGG-aminoluciferin cleavage, luminescence; inhibition, % at 10 µM; actives 1.2% (n = 330,000)
Target sequence (Q96LD8 whole entry, looked up): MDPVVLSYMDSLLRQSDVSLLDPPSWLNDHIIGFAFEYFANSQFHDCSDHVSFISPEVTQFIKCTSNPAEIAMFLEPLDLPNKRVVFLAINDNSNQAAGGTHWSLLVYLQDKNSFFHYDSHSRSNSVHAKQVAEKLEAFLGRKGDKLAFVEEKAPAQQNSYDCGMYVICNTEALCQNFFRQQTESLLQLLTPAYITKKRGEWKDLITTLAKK
Gli-Sufu antag: blocks Gli-Sufu signaling in a luciferase reporter. actives 0.74% (n = 340,000). Sufu-KO-LIGHT fibroblasts, Gli luciferase reporter luminescence. inhibition, % at 5 µM. AID 588413;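 active means inhibition above about 55%, limit read from the data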;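 further: 0% = DMSO-treated cells and 100% = wells with medium but no cells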
Jurkat NFkB inh: lowers PMA/ionomycin-induced NF-kB signal in Jurkat cells. PMA/ionomycin-induced NF-kB luciferase reporter, luminescence. inhibition, % at 4 µM. actives 0.53% (n = 330,000)
SENP7 block: inhibitors of human SENP7 protease | Q9BQF6 | recombinant SENP7, Z-RLRGG-aminoluciferin luminescence, 40 min | inhibition, % at 5 µM | actives 1.5% (n = 330,000) | AID 434973;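 active means inhibition above about 50% at the single test dose, limit read from the data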;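 further: plate controls were DMSO with enzyme for no effect and no enzyme buffer wells for full effect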
Target sequence (Q9BQF6 706-1050 limits assumed): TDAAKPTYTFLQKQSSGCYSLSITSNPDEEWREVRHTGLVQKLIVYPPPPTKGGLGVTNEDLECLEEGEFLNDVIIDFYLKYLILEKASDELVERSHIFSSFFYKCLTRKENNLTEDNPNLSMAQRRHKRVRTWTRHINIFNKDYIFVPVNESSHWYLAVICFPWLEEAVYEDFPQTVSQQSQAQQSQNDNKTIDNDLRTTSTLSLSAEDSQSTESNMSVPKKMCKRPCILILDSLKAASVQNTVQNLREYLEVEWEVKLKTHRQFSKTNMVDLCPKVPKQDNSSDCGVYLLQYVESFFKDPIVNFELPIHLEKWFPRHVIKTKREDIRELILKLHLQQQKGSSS
UBC13 inh: blocks human UBC13 polyubiquitin chain formation; TR-FRET; actives 0.47% (n = 330,000); P61088; inhibition, % at 20 µM; in the data active means inhibition above about 45%, passing the limit was not always enough
Target sequence (P61088 whole entry, looked up): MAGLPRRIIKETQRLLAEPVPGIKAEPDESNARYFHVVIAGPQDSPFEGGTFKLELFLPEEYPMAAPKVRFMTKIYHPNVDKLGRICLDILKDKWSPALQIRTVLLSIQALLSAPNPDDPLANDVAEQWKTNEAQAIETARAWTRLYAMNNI
HKDC1 inh: HKDC1 (human) hexokinase inhibition | Q2TB90 | recombinant HKDC1, G6PDH/diaphorase resazurin coupled fluorescence | inhibition, % at 20 µM | actives 0.16% (n = 340,000);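 active means inhibition above about 35% when tested at 20 µM, limit read from the data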;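 further: plate controls were DMSO wells with enzyme for no effect and DMSO wells lacking enzyme for full effect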
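Assay system – recombinant HKDC1 (HK5) hexokinase enzyme, produced in-house · Input – HKDC1 at 5 µg/mL · Reagent – glucose plus 1 mM ATP as hexokinase substrates · Timing – 90 min reaction incubation at room temperature, dark · Measured by – G6PDH/diaphorase-coupled fluorescence, 1 mM NADP, 100 µM resazurin, 525/613 nm · Benchmarks – DMSO-enzyme wells negative, buffer-substituted wells positive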
697 NFkB inh: inhibitors of the PMA/ionomycin-induced NF-kB reporter in 697 B cells; 697 B-cell NF-kB luciferase reporter, 16 h; inhibition, % at 4 µM; actives 0.33% (n = 330,000); in the data active means inhibition above about 35%
Apaf1 inhib: inhibitors of human Apaf-1 apoptosome | O14727 | reconstituted apoptosome caspase-3 activity, DEVD-Rh110 fluorescence | inhibition, % at 20 µM | actives 0.71% (n = 330,000) | AID 489030; active means inhibition of at least 40% at 20 µM;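 further: plate controls were DMSO wells for no effect and DEVD-CHO caspase inhibitor wells for full effect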
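detection = Rh110 fluorescence intensity | test system = biochemical Apaf-1 apoptosome reconstitution | also added = cytochrome c and DEVD-Rh110 substrate | schedule = 30 min plus 50 min, RT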
* = called active by the depositor; . = no result given. Unless noted, no stated cut-off is given here; in the data, active means inhibition above about 50%; inactive means the rest.

SMILES	SENP8 block	Gli-Sufu antag	Jurkat NFkB inh	SENP7 block	UBC13 inh	HKDC1 inh	697 NFkB inh	Apaf1 inhib
O=C1NC(=O)/C(=C/c2cccc([N+](=O)[O-])c2)N1	-6	44	-18	-1	-14	2	-3	3
Cc1ccc(NS(=O)(=O)c2ccc(NC(=O)CN(c3cc([N+](=O)[O-])ccc3C)S(C)(=O)=O)cc2)c(C)c1	1	12	11	-1	9	12	3	2
COc1cc(C=C(c2nc3ccccc3s2)c2nc3ccccc3s2)ccc1O	-17	-6	11	-12	-142	1	-28	13
CCOC(=O)CSc1nnc(-c2ccc(OC)cc2)n1CC	-1	0	2	3	2	-1	-1	-4
Cn1cc(CN2CCCC(CNS(=O)(=O)c3cccc4cccnc34)C2)cn1 (stereo not given)	-10	10	2	-17	-10	-5	1	5
O=C(COc1ccccc1)Nc1cccc(S(=O)(=O)N2CCCC2)c1	-8	-11	-8	-5	0	0	-3	0
O=C(N/N=C/c1ccc(OCCCF)cc1)c1ccc(C(F)(F)F)cc1	-6	-3	7	-2	-2	1	10	13
COc1ccc(NC(=O)CN(C)C(=O)c2oc3c(ccc4ccccc43)c2C)cc1	-2	-2	-10	-17	0	12	8	11
CCOC(=O)C1C(=O)NC(c2ccccc2)=NC1c1ccccc1 (stereo not given)	-7	-22	5	0	-6	-4	0	-4
COc1cccc(CNc2ncn[nH]2)c1OCc1ccc(F)cc1	2	13	-8	-9	3	-4	6	0
COc1ccc(CCN2C(=O)CC(NCCc3ccc(S(N)(=O)=O)cc3)C2=O)cc1OC (stereo not given)	-2	8	19	-2	0	-1	7	1
COCCN1C(=O)/C(=C/c2ccc(N3CCCC3)cc2C)SC1=S	-7	-6	-33	1	-338	-4	8	4
Nc1nnc(SCC(=O)c2ccccc2)s1	-9	-2	-10	2	-8	6	-1	2
O=c1cnnc(SCc2ccc([N+](=O)[O-])cc2)[nH]1	-7	13	-7	-9	-13	1	-22	-2
CCc1ccc(C)c(OC(=O)c2cncc(Br)c2)c1	-4	8	9	-3	4	-4	6	4
CCn1cc(C(=O)N[C@@H](CCSC)C(=O)NCCCOC)c(=O)c2cc3c(cc21)OCO3	-4	-1	21	-2	1	-6	6	-2
CC(=O)Nc1cc(S(=O)(=O)C(F)(F)F)ccc1Cl	-10	-7	-19	-12	-2	-6	-2	-2
CCn1c(SCC(=O)Nc2ccc(F)cc2F)nc2c(c1=O)SCC2	12	-3	25	-4	-9	-3	0	0
CCN(CC(=O)Nc1cc(Cl)ccc1-n1cncn1)Cc1nc2ccccc2c(=O)[nH]1	-1	-1	4	-1	-3	-3	-4	3
CC(C)c1ccc(C(O)c2cnc(C(C)C)n2C)cc1 (stereo not given)	-7	95*	-24	6	11	-4	-58	8
Cc1cc(N=Cc2c(O)n(-c3cccc(Cl)c3)c(=O)c3ccccc23)no1	-3	12	2	0	-1	-5	9	-7
CC(Oc1ccc(Br)cc1)C(=O)Nc1ccc(N2CCOCC2)cc1N1CCOCC1 (stereo not given)	-3	19	12	7	5	2	-7	16
O=C(c1ccccn1)C1CCCN(Cc2cn[nH]c2-c2cc3ccccc3o2)C1 (stereo not given)	-2	25	3	-3	8	-5	8	10
CCOc1ccc(NC(=O)CN(C)C(=O)c2cccc3ccccc23)cc1OCC	-6	-6	15	-10	3	3	-1	12
COC(C(=O)NCc1ccccc1C)c1ccccc1 (stereo not given)	-3	-3	3	5	-2	-4	21	0
O=C(COc1ccccc1)NCC(=O)Nc1ccncc1	-12	-10	-2	-14	2	-4	-11	3
Cc1cccc(N2C(=O)CC(Sc3nccc(C)n3)C2=O)c1 (stereo not given)	0	-12	4	-5	4	-4	13	-18
COc1ccc(/C=C/C(=O)O)cc1S(=O)(=O)N1CCCCC1	2	-18	1	-1	0	4	14	2
CCOC(=O)c1[nH]c2ccc(Br)cc2c1NC(=O)CCN1CCCC(C)C1 (stereo not given)	-2	.	-9	6	-4	.	-21	97*
Cc1cccc(OCC(=O)N(Cc2ccc(C)o2)C2CCS(=O)(=O)C2)c1 (stereo not given)	-2	3	-5	-15	-1	3	4	-10
CCOc1ccc(C(c2c(C)[nH][nH]c2=O)c2c(C)[nH][nH]c2=O)cc1OCC	-8	13	3	1	-8	-3	35*	23
Cc1ccc(-c2n[nH]c(=S)n2/N=C/C=C/c2ccccc2[N+](=O)[O-])cc1	-4	-9	-6	1	-5	1	14	11
COc1ccc2oc(C(=O)OCC(=O)NC3CCCC3)c(C)c2c1	-3	1	-4	5	11	-2	11	-7
CCN1CCCC1CN(Cc1cc2ccc(C)cc2[nH]c1=O)C(=S)Nc1cccc(OC)c1 (stereo not given)	-7	22	9	3	3	-4	-18	3
CC(C)C1=NOC(C(=O)N2CCC(N3CCC(C(=O)N4CCOCC4)CC3)CC2)C1 (stereo not given)	-5	-29	11	2	12	-1	8	-3
NC(=O)C1CCN(C(=O)C(Cc2ccccc2)NC(=O)c2ccccc2)CC1 (stereo not given)	-4	-9	3	1	3	-2	24	-9
C=CCOc1ccc(CNc2ccc3[nH]c(=O)[nH]c3c2)cc1	-7	0	16	3	-9	6	3	2
COc1ccc(CCNC(=O)C2CCC(=O)N(CCc3ccc(OC)cc3)C2)cc1 (stereo not given)	-10	-6	-6	0	4	0	-11	-13
CCNc1oc(COc2ccccc2F)nc1C#N	-16	-19	-8	0	8	-8	-27	-8
COc1cccc(NC(=O)CCNC(=O)N2CC(=O)Nc3ccccc32)c1	-4	-15	-8	15	-2	-2	-8	0

Entries from the list above containing an aryl thioether with sulfur outside any ring (five):
SMILES	SENP8 block	Gli-Sufu antag	Jurkat NFkB inh	SENP7 block	UBC13 inh	HKDC1 inh	697 NFkB inh	Apaf1 inhib
CCOC(=O)CSc1nnc(-c2ccc(OC)cc2)n1CC	-1	0	2	3	2	-1	-1	-4
Nc1nnc(SCC(=O)c2ccccc2)s1	-9	-2	-10	2	-8	6	-1	2
O=c1cnnc(SCc2ccc([N+](=O)[O-])cc2)[nH]1	-7	13	-7	-9	-13	1	-22	-2
CCn1c(SCC(=O)Nc2ccc(F)cc2F)nc2c(c1=O)SCC2	12	-3	25	-4	-9	-3	0	0
Cc1cccc(N2C(=O)CC(Sc3nccc(C)n3)C2=O)c1 (stereo not given)	0	-12	4	-5	4	-4	13	-18

The results go on:
SMILES	SENP8 block	Gli-Sufu antag	Jurkat NFkB inh	SENP7 block	UBC13 inh	HKDC1 inh	697 NFkB inh	Apaf1 inhib
NS(=O)(=O)c1ccc(NC(=O)COc2ccc(S(=O)(=O)N3CCCC3)cc2)cc1	9	-15	10	8	7	-3	14	0
COc1cccc(/C=N/NC(N)=S)c1OCc1cccc(Cl)c1	2	17	3	1	11	-10	14	12
CCOC(=O)C1CCCN(C(=O)CCNS(=O)(=O)c2ccc(Br)cc2)C1 (stereo not given)	-6	-33	-16	-8	-9	4	8	1
Nc1n[nH]c(S(=O)(=O)CCCc2ccccc2)n1	-5	0	-8	14	-1	6	7	-7
COc1ccc(NC(=S)NCCSc2ccc(C)cc2)c(OC)c1	0	-1	-8	5	6	1	8	6
C=CCC[C@@H](Cc1ccc(F)cc1)C(=O)OC[C@@H](Cc1c[nH]c2ccccc12)NC(=O)[C@H](CC=C)CC(=O)N(CCO)Cc1ccccc1	-7	17	-6	-9	-17	4	5	28
COC(=O)c1ccc(C(=O)Nc2ccc3nc(-c4cccnc4)[nH]c3c2)cc1	4	-15	-6	3	18	-6	7	2
CN(C)c1ccc(C=Nc2ccccc2)cc1	-6	1	-2	-3	-5	-5	6	-18
Cc1nn(-c2ccc(Cl)cc2Cl)c(C)c1C(=O)O	0	-3	21	-4	0	-10	14	-8
O=C(Nc1ccccc1C(=O)NC1CCCCC1)c1ccccc1	6	5	3	-4	-12	-7	-12	6

Ordered by SMILES length (largest number first): part of the list above
SMILES	SENP8 block	Gli-Sufu antag	Jurkat NFkB inh	SENP7 block	UBC13 inh	HKDC1 inh	697 NFkB inh	Apaf1 inhib
NS(=O)(=O)c1ccc(NC(=O)COc2ccc(S(=O)(=O)N3CCCC3)cc2)cc1	9	-15	10	8	7	-3	14	0
COC(=O)c1ccc(C(=O)Nc2ccc3nc(-c4cccnc4)[nH]c3c2)cc1	4	-15	-6	3	18	-6	7	2
CCOC(=O)C1CCCN(C(=O)CCNS(=O)(=O)c2ccc(Br)cc2)C1 (stereo not given)	-6	-33	-16	-8	-9	4	8	1
O=C(Nc1ccccc1C(=O)NC1CCCCC1)c1ccccc1	6	5	3	-4	-12	-7	-12	6

Additional results follow:
SMILES	SENP8 block	Gli-Sufu antag	Jurkat NFkB inh	SENP7 block	UBC13 inh	HKDC1 inh	697 NFkB inh	Apaf1 inhib
Cc1ccc(-c2csc(NNC(=O)c3ccccc3)n2)cc1	-7	-7	-21	-2	14	-8	5	10
COc1ccc(S(=O)(=O)NCCc2c[nH]c3ccccc23)cc1OC	-3	-3	6	8	6	-2	12	3
Cc1c(C#N)c(NC(=O)CCl)n(Cc2cccs2)c1C	-8	28	14	-6	-7	10	28	6
COc1ccc(OC)c(CN2CCC(CNC(=O)Nc3cccc(Cl)c3)CC2)c1	-2	10	19	4	-4	-7	16	-15
